ATXN2 expr inh: Primary qHTS for Inhibitors of ATXN expression; HEK-293 ATXN2-luciferase reporter, luminescence, 24 h; Potency, µM (highest dose often 57 µM), inactives show top-dose activity change, negative = inhibition, most hits filed as inhibitors; 360,000 compounds, 0.72% hits; note: % is set by controls: 0 for no effect and ±100 for the full control effect; nearly all actives have a fitted effect of over 55% in size
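ATXN2-luciferase reporter cells (luciferase flanked by upstream and downstream ATXN2 gene portions) were treated 24 h at 37 °C with compounds at up to 57 uM. SteadyGlo luminescence gave expression; GF-AFC fluorescence gave viability.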
HepG2 viability: qHTS for Inhibitors of TGF-b: Cytotox Counterscreen. 410,000 compounds, 0.76% hits. Potency, µM (doses to about 46.1 µM), for inactives: top-dose activity change, negative = cytotoxicity, actives largely listed as cytotoxic. HepG2 CAGA-GFP viability, ATP luminescence, 18 h; note: some results filed as inactive show a strong effect at the top dose
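HepG2 CAGA-GFP cells (1000/well, DMEM with 1% FBS) received compound, then TGF-beta at 500 pg/mL final, and were incubated 18 hours at 37 degrees C. Viability was read by CellTiter-Glo luminescence. Media-only wells were set as complete cell-killing and DMSO as no toxicity.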
MCF10A rerep: A quantitative high throughput screen for small molecules that induce DNA re-replication in MCF 10a normal breast cells. MCF 10A DNA re-replication, Hoechst nuclear intensity, 48 h. Potency, µM (top dose mostly 46.1 µM), inactives show at the top dose activity, positive = re-replication, hits mostly activators. 350,000 compounds, 2.9% hits. AID 624296, 2012; note: % of control where 0% means no effect; nearly all actives have a fitted effect of over 50% in size
A549 tox: Nrf2 qHTS screen for inhibitors: counterscreen for cytotoxicity; A549 ARE-Fluc cells, CellTiter-Fluor viability, 18-24 h; 390,000 compounds, 0.16% hits; Potency, µM (top dose mostly 46 µM), for inactives: top-dose activity change, negative = cytotoxicity, most hits filed as inhibitors; note: % is set by controls: 0 for no effect and ±100 for the full control effect
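A549 ARE_Fluc cells in 5% FBS OPTI-MEM were exposed to compounds in concentration-response for 18-24 h at 37 deg C. Viability was read by CellTiter-Fluor fluorescence (Ex 405/Em 525) after 30 min, before the luciferase read.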
EPAC2 antagonist: qHTS for Antagonist of cAMP-regulated guanine nucleotide exchange factor 2 (EPAC2): primary screen. AID 720708, 2013. Potency, µM (titrated, usually from 114 µM), inactives show top-dose activity, negative = inhibition, usual class: inhibitors. 360,000 compounds, 0.18% hits. EPAC2 GEF exchange of Rap1B-BODIPY-GDP, fluorescence; note: % is set by controls: 0 for no effect and ±100 for the full control effect; nearly all actives have a fitted effect of over 45% in size; many of its hits are not listed in these tables
Target sequence (Q8WZA2 whole entry, looked up): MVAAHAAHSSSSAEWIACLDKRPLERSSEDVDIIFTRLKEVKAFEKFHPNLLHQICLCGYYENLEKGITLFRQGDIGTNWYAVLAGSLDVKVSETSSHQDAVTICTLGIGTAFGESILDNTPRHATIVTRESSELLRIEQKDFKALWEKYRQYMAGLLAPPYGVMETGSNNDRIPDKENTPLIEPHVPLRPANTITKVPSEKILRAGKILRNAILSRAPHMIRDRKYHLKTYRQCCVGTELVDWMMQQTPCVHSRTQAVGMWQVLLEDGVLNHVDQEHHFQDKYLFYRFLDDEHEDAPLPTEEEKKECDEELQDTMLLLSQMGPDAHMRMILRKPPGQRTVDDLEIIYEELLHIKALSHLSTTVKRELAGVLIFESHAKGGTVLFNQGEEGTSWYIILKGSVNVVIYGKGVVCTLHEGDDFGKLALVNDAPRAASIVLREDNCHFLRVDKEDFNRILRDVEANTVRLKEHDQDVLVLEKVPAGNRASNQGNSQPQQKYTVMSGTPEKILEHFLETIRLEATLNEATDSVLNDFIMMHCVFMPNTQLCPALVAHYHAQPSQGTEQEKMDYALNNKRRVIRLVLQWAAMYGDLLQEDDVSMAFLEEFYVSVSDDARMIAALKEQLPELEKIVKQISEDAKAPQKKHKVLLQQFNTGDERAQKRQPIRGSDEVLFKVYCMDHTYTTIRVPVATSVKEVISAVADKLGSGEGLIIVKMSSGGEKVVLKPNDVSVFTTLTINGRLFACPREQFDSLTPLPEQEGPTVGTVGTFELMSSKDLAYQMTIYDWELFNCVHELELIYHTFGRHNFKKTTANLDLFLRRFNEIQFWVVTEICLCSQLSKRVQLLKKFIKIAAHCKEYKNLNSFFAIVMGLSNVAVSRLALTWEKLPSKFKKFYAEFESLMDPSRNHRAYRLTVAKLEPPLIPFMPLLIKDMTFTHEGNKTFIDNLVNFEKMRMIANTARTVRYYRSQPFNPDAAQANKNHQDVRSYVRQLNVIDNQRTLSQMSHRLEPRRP
TGFb inhibitor: qHTS for Inhibitors of TGF-b; HepG2 CAGA-GFP TGF-b/SMAD3 reporter, GFP fluorescence, 18 h; TGF-beta stimulated, 500 pg/mL final; Potency, µM (highest dose often 46.1 µM), for the others: top-dose activity, negative = inhibition, actives largely listed as inhibitors; 410,000 compounds, 1.2% hits; note: % is set by controls: 0 for no effect and ±100 for the full control effect; nearly all actives have a fitted effect of over 65% in size
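Inhibition of TGF-beta-driven CAGA-GFP reporter expression in HEPG2 cells is measured by cellular GFP fluorescence after 18 h stimulation with 500 pg/mL recombinant TGF-beta in 1% FBS medium at 37 degrees C.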
Nrf2 block: Nrf2 qHTS screen for inhibitors. 360,000 compounds, 2.1% hits. A549 ARE-Fluc reporter, luciferase luminescence, 18-24 h. Potency, µM (series often up to 46 µM), inactives show at the highest dose activity change, negative = inhibition, usual class: inhibitors; note: % is set by controls: 0 for no effect and ±100 for the full control effect; nearly all actives have a fitted effect of over 60% in size
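A549 ARE_Fluc cells (5000/well, 5% FBS OPTI-MEM) pre-incubated 2 h, then treated with compounds 18-24 h at 37C/5% CO2 in concentration-response. CellTiter-Fluor viability read first; BugLite luciferase luminescence after 15 min at room temperature gives Nrf2 activity.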
S2 tox: Viability Counterscreen for Primary qHTS for Inhibitors of ATXN expression | S2 cells (HEK-293 line with an ATXN2-luciferase reporter) viability, CellTiter-Fluor protease fluorescence, 24 h | 400,000 compounds, 0.49% hits | Potency, µM (doses to about 56.7 µM), hits mostly cytotoxic; note: nearly all actives have a fitted effect of over 40% in size
Nrf2 activator: qHTS of Nrf2 Activators; AREc32 ARE-luciferase reporter (MCF7-derived line), luminescence, 24 h; Potency, µM (doses to about 46.1 µM), inactives show at the highest dose activation, most hits filed as activators; 410,000 compounds, 0.31% hits; note: % of control where 0% means no effect; nearly all actives have a fitted effect of over 65% in size
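Each well held 1000 AREc32 cells, which were incubated with compound for 24 hr at 37 deg C after overnight attachment, and ARE reporter activity was quantified by firefly luciferase luminescence.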
* marks the source's active call; other numbers are inactive results; i = inactive; ? = inconclusive; . = no result given; & = joins results of further samples; [ ] = remark or other dose. Calls come from the whole dose curve; as a rule, active = well fitted curve in the direction sought with a large enough effect; inconclusive = small, poorly fitted or top-dose-only effect, or another doubt; inactive = no such curve, though single readings can be large; an effect the other way counts as inactive or inconclusive. Potency is the fitted concentration of half-maximal effect. These rows are one share of the data. The share of hits here may be higher or lower than overall.

SMILES	ATXN2 expr inh	HepG2 viability	MCF10A rerep	A549 tox	EPAC2 antagonist	TGFb inhibitor	Nrf2 block	S2 tox	Nrf2 activator
COc1ccccc1NC(=S)NCCc1ccc(S(N)(=O)=O)cc1	-12%	5%	-44%[inhibitor]	0%	2%	11%	-9%	i	-0.4%
Cc1ccccc1S(=O)(=O)N(CC(O)CN1CCCCC1)c1ccccc1 (configuration not stated)	.	-10%	2%	2%	-3%	13%	14%	?	0.2%
CC1CCCCC1NC(=O)Cn1ncc2ccccc21 (configuration not stated)	2%	14%	-1%	1%	-7%	18%	1%	i	-0.6%
CCN(C[C@H]1N[C@@](CC)(C(=O)OC)[C@H]2C(=O)N(Cc3ccccc3)C(=O)[C@@H]12)S(=O)(=O)c1ccc(C)cc1	-10%	-19%	-8%	-4%	5%	-10%	-4%	i	0.6%
Fc1ccc(Cn2nnnc2CN2CCN(C3CCCCC3)CC2)cc1	0%	-1%	-6%	-1%	-3%	0%	5%	?	-0.6%
CSc1cccc(NC(=O)CCNC(=O)c2ccco2)c1	-29%	0%	0%	3%	-3%	-3%	1%	i	2.1%
CC1CCc2c(nc3ncnn3c2N2CCN(c3ccccc3F)CC2)C1 (configuration not stated)	1%	15%	8%	-15%	-2%	6%	-10%	i	0.0%
CC1CCN(C(=O)c2cccc(NC(=O)c3cccs3)c2)CC1	8%	-11%	4%	-7%	15%	5%	?	i	-0.5%
Cc1ccccc1OCC(=O)OCC(=O)NC1CCCCCC1	2%	3%	0%	6%	-3%	1%	6%	i	-0.8%
CCOc1ccc(S(=O)(=O)NCCC(=O)N2CCC(Cc3ccccc3)CC2)cc1	-9%	-17%	9%	0%	-8%	-20%	?	i	0.6%
COc1cc(C(Nc2ccccn2)c2ccc3ccc(C)nc3c2O)cc(OC)c1O (configuration not stated)	?	-81%	13µM*	-6%	-11%	?	-12%	.	?
CCN(CC)CCN1C(=O)C(=O)/C(=C(/O)c2ccc(C)cc2)C1c1cccnc1 (configuration not stated)	.	-5%	-6%	-4%	-3%	1%	1%	?	0.4%
CN(C)CCOC1(Cc2ccc(F)cc2)CCC(C(C)(C)C)CC1 (configuration not stated)	-4%	-110%	11%	-21%	-1%	?	-15%	.	0.2%
CCNC(=O)c1ccccc1-c1nc(-c2ccccc2OC)no1	.	-1%	0%	0%	-2%	20%	-28%	?	3.5%
CCOC(=O)c1c(S(=O)(=O)N2CCCC(C(=O)Nc3ccccn3)C2)c(C)n(C)c1C (configuration not stated)	4%	-17%	.	4%	.	-2%	.	i	0.7%
CN(C)CCN1CCN(C2CN(Cc3cn(Cc4ccccc4C(F)(F)F)nn3)S(=O)(=O)C2)CC1 (configuration not stated)	5%	-4%	.	.	3%	-8%	.	i	-0.2%
CCn1c(C(=O)O)c(CC(=O)N(C)c2ccc(OC)cc2OC)c2ccccc21	.	4%	-13%	9%	-1%	6%	1%	i	-0.7%
COc1ccc(OC)c(C2C(C(=O)c3cccs3)=C(O)C(=O)N2CCN(C)C)c1 (configuration not stated)	1%	0%	5%	-7%	-4%	-20%	19%	i	0.3%
Cc1c(C(=O)Nc2nnc(C(F)(F)F)s2)oc2ccccc12	-18%	2%	?	-3%	-2%	-24%	20%	i	6.7%
CCOC(=O)C1=C(C)N(CCCCCC(=O)O)C(=O)NC1c1ccc(Br)cc1 (configuration not stated)	7%	-4%	6%	-4%	5%	-15%	-8%	i	0.1%

Pulled one by one from the list above (2):
SMILES	ATXN2 expr inh	HepG2 viability	MCF10A rerep	A549 tox	EPAC2 antagonist	TGFb inhibitor	Nrf2 block	S2 tox	Nrf2 activator
Cc1ccccc1S(=O)(=O)N(CC(O)CN1CCCCC1)c1ccccc1 (configuration not stated)	.	-10%	2%	2%	-3%	13%	14%	?	0.2%
CCOC(=O)c1c(S(=O)(=O)N2CCCC(C(=O)Nc3ccccn3)C2)c(C)n(C)c1C (configuration not stated)	4%	-17%	.	4%	.	-2%	.	i	0.7%

Taken from above:
COc1ccc(OC)c(C2C(C(=O)c3cccs3)=C(O)C(=O)N2CCN(C)C)c1 (configuration not stated) in A549 tox shows -7%
CN(C)CCN1CCN(C2CN(Cc3cn(Cc4ccccc4C(F)(F)F)nn3)S(=O)(=O)C2)CC1 (configuration not stated) in EPAC2 antagonist shows 3%
CCOc1ccc(S(=O)(=O)NCCC(=O)N2CCC(Cc3ccccc3)CC2)cc1 in ATXN2 expr inh shows -9%
CC1CCc2c(nc3ncnn3c2N2CCN(c3ccccc3F)CC2)C1 (configuration not stated) in Nrf2 block shows -10%
CC1CCCCC1NC(=O)Cn1ncc2ccccc21 (configuration not stated) in Nrf2 block shows 1%

Later entries.
SMILES	ATXN2 expr inh	HepG2 viability	MCF10A rerep	A549 tox	EPAC2 antagonist	TGFb inhibitor	Nrf2 block	S2 tox	Nrf2 activator
Cc1ccc(CNC(=O)C2c3ccccc3C(=O)N(C)C2c2c[nH]c3ccccc23)o1 (configuration not stated)	4%	12%	0%	-2%	-4%	0%	.	i	0.1%
CC1(C)CC(=O)C(CC(=O)c2ccccc2)=C(NN=C(N)N)C1	.	-73%	.	.	-1%	?	.	?	-0.6%
CCCCn1nc2cc(C(=O)NCc3ccccc3OC)ccc2c1OCC	-12%	-13%	-12%	-2%	5%	-3%	-10%	i	-0.6%
CCn1c(=NC(=O)c2cccc(N3C(=O)CCC3=O)c2)sc2c(OC)ccc(OC)c21	5%	-10%	-4%	-2%	-10%	-8%	-20%	i	-0.8%
CCOc1ccccc1N(CC(=O)Nc1cccc2ccccc12)S(C)(=O)=O	2%	-22%	12%	-4%	-2%	14%	18%	?	0.4%
COc1ccccc1-c1cccc([C@@H]2C[C@H]3[C@@H](CN2)CON3C)c1	7%	0%	7%	-1%	2%	-14%	-5%	i	-1.0%
O=C(Nc1nc(-c2ccc(Cl)cc2)cs1)C1=COCCO1	50%[activator]	38%	?	-8%	-5%	-25%	?	i	4.2%
Cc1ccc(N2C(=O)CC(n3ccnc3)C2=O)cc1C (configuration not stated)	1%	12%	-14%	-3%	9%	-16%	5%	i	-0.4%
CC(C)c1nn2c(=O)cc(COc3cccc(NC(=O)c4ccco4)c3)nc2s1	-11%	11%	0%	-1%	9%	9%	23%	i	-0.9%
O=C(NC(=S)NCc1ccccc1)c1ccc(Br)cc1	11%	-54%	?	1%	5%	-20%	4%	i	2.5%
O=C(CCC(=O)N1CCSc2ccccc21)NCc1ccccc1	1%	-1%	-3%	-9%	?	-1%	5%	i	-0.1%
COc1ccc(CNC(=O)C(c2ccncc2)N(C(=O)Cc2cccs2)c2cccnc2)cc1 (configuration not stated)	9%	0%	0%	-3%	-5%	-1%	5%	i	0.1%
Cc1ccccc1Nc1nc(-c2cccnc2)nc2ccccc12	-19%	-12%	4%	3%	-11%	1%	-15%	i	-0.4%
COc1ccc2nc(/N=C(\N)NC(=O)N3c4ccccc4Sc4ccccc43)nc(C)c2c1	7%	-15%	?	-9%	2%	-4%	-27%	i	-0.7%
COc1ccccc1CN1COc2ccc3c(C)cc(=O)oc3c2C1	-13%	-8%	.	6%	.	-7%	?	i	-0.9%
CCOC(=O)c1c(C)[nH]c(C)c1C(=O)COC(=O)c1cccnc1SC	6%	-25%	-2%	1%	-4%	-3%	3%	i	0.1%
CCOC(=O)c1scc(-c2ccccc2)c1S(=O)(=O)N1CCN(c2ccc(Cl)cc2)CC1	5%	-17%	.	-7%	.	-24%	-15%	i	-0.6%
CCSc1nnc(NC(=O)CSc2nc3c(c(=O)n2C)SC(C)C3)s1 (configuration not stated)	?	-19%	-4%	-9%	-3%	-12%	?	i	-0.1%
Cc1nn(-c2ccccc2)c2c1C1(C(=O)N3c4c(cccc41)C(C)CC3(C)C)C(C#N)=C(N)O2 (configuration not stated)	-15%	-33%	?	-24%	-23%	?	?	?	8.0%
CCCS(=O)(=O)c1c(S(=O)(=O)CCC)c2cc(CC)ccn2c1C(=O)OC	5%	-30%	4%	-9%	0%	-8%	-26%	i	3.0%
COc1ccc(S(=O)(=O)N2CCOCC2)cc1NC(=O)CN1C(=O)NC2(CCCC2)C1=O	2%	0%	0%	0%	4%	3%	0%	i	-0.2%
CC(C)COc1cccc(C(=O)Nc2ccc(S(=O)(=O)N3CCOCC3)cc2)c1	-19%	-25%	-5%	-12%	-20%	-9%	?	i	0.5%
CC(=O)c1cccc(OCc2cc(C(=O)NC3CCN(Cc4ccccc4)CC3)no2)c1	?	-18%	1%	4%	7%	-16%	?	i	2.2%
O=[N+]([O-])c1ccc2oc(C3CCCCC3)nc2c1	36%	5%	-2%	8%	-3%	-12%	?	i	4.0%
CN(Cc1ccc(Cl)s1)C(=O)CCl	13µM*	-63%	?	-4%	-4%	7.1µM*	-22%	.	-2.9%
COc1cccc(NC(=O)[C@H](NC(=O)[C@@H]2Cc3ccccc3CN2)c2ccccc2)c1	11%	-28%	0%	-15%	-4%	7%	16%	i	2.5%
Cc1cccn2c(=O)c3cc(C(=O)NCC(C)C)sc3nc12	6%&4%	-4%&-17%	0%	1%&1%	-3%	-1%&-3%	24%&0%	i	3.1%&8.7%
COC(=O)c1ccc(Oc2nc3c(c(=O)n(C)c(=O)n3C)n2CCC(C)C)cc1	-7%	4%	-3%	-3%	13%	-16%	?	i	-0.6%
Cc1ccc(C(=O)N2CCN(C34CC5CC(CC(C5)C3)C4)CC2)o1	-4%	-15%	2%	0%	-15%	-7%	3%	i	-0.4%
Cc1cc(C)c(NC(=O)CSc2nnnn2-c2cccnc2)c(C)c1	3%	-7%	-26%	6%	-2%	2%	8%	i	-1.4%
Cc1cccc2c(=O)cc(C(F)(F)F)[nH]c12	-34%	-49%	13%	1%	-3%	?	?	i	-0.7%
CC1Cc2ccccc2N1C(=O)CSc1nncs1 (configuration not stated)	9%	-3%	-2%	2%	-2%	-11%	1%	i	-0.8%
O=C(CCN1C(=O)C2C3C=CC(C3)C2C1=O)Oc1ccc2ccccc2c1 (configuration not stated)	-12%	-7%	-4%	5%	-4%	1%	4%	i	0.4%
O=C(Cn1c(=O)n(-c2ccccc2)c(=O)c2c3c(sc21)CCC3)c1ccc(Br)cc1	-8%	7%	.	-7%	.	9%	?	i	-0.7%
